# HIF-2a inh: HIF-2a inhibition; inhibition, % at 18.8 µM; AID 624352; 786-0 RCC cells HIF-2a reporter, luciferase luminescence, overnight; hit rate 0.72% among 360,000;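 active = inhibition of the luminescence signal of 40% or more relative to plate controls, in a single-dose primary screen at 18.75 µM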
# Exocytosis inh: lytic granule exocytosis inhibition; TALL-104 LAMP-1 surface exposure, flow cytometry; cells stimulated with thapsigargin and PMA; inhibition, % at 10 µM; hit rate 0.66% among 360,000;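 active = inhibition above about 55%, limit read from the data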
# NR2E3 ag: NR2E3 (human) agonism; GST-NR2E3/biotin-RetCOR TR-FRET, 1536-well; Q9Y5X4; hit rate 0.12% among 320,000; inhibition of corepressor binding, % at 4.78 µM;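 active = percent inhibition above the cutoff of mean plus 3 SD of all tested compounds, set per screening campaign, cut at about 20% in these data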;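 note: 0% = DMSO wells and 100% = biotin wells as full block of FRET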
# Target sequence (Q9Y5X4 whole entry, looked up): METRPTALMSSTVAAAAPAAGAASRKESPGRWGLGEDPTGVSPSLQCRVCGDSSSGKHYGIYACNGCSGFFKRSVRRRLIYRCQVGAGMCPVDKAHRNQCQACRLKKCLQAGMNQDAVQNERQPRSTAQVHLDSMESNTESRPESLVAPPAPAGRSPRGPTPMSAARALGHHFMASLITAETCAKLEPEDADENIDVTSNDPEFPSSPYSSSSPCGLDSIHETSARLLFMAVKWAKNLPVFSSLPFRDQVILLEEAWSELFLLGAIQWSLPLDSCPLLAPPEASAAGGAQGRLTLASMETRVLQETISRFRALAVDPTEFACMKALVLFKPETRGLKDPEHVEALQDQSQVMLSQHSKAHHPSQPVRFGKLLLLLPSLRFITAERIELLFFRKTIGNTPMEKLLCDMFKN
#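 Format: 1536-well format; test system: GST-NR2E3 and biotin-RetCOR proteins; read-out basis: percent inhibition of TR-FRET ratio; timing: 5 h incubation at 4 °C; detection: time-resolved FRET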
# PDI turbidity: PDI (human) enzyme inhibition; P07237; PDI insulin aggregation turbidity, A650, 90 min; inhibition, % at 10 µM; hit rate 0.052% among 350,000;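 active = mean inhibition across replicates of 30% or more, whatever share of single replicates reach that level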;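 note: absorbance from insulin aggregation driven by PDI reduction with DTT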
# Target sequence (P07237 whole entry, looked up): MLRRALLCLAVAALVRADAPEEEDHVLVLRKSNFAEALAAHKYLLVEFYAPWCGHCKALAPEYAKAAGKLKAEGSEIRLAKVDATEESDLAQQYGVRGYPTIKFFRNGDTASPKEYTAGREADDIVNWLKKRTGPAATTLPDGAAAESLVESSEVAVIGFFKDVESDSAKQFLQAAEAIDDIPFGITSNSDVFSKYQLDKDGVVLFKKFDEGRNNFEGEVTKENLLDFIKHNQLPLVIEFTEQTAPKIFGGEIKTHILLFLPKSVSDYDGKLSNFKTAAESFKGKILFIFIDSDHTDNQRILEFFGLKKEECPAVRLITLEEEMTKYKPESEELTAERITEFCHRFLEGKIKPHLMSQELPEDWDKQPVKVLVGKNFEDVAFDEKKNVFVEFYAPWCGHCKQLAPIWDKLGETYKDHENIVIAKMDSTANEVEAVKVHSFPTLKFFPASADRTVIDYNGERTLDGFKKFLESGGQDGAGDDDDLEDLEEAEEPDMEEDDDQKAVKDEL
# CaV13 FRET inh: Primary screen for inhibitors of IQ motif and Ca2+-dependent inactivation inhibitor domain binding in CACNA1D, Förster resonance energy transfer in living cells, … | HEK cells, CFP/YFP FRET ICDI-IQ, plate reader, 10 min; percent FRET-ratio fall versus neutral wells | inhibition, % at 12.3 µM | hit rate 0.098% among 340,000 | AID 743397;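 active = mean replicate inhibition of at least 30% and at least 1% of replicates passing that level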;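 note: 0% = median of the neutral control wells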
# MITF TRPM1 inh: reduces MITF-dependent TRPM1 promoter luciferase signal; SK-MEL-5 TRPM1 promoter luciferase, 24 h; AID 488899; hit rate 0.83% among 330,000; inhibition, % at 12.5 µM;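 active = mean inhibition across replicates of 60% or more, whatever share of single replicates reaches that level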; note: values of inactives mirror those of a sister screen read the other way
# Vif imaging: HIV Vif inhibition | HEK293T cells, Vif self-association by quenched fluorescence, imaging, 24 h | inhibition, % at 7.49 µM | hit rate 0.35% among 340,000 | AID 602346; in the data active = inhibition above about 50%, passing the limit was not always enough; note: some results filed as inactive read as strong as hits
# aDG glyco act: increases alpha dystroglycan glycosylation | Pro5-aDG cells, alpha-DG glycosylation AlphaScreen (IIH6); 0% Pro5, 100% B10-LARGE cell signal | activation, % at 10 µM | hit rate 0.22% among 360,000;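 active = activation of at least 8% versus controls, or a plate z-score of at least 8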;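 note: Pro5 are CHO cells carrying HIG-tagged alpha-DG that lacks glycosylation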
# An asterisk follows results filed as active; / = not tested or not shown.
# The opening four compounds (preview)
no. | NR2E3 ag | compound | MITF TRPM1 inh | Exocytosis inh | HIF-2a inh | PDI turbidity | CaV13 FRET inh | aDG glyco act | Vif imaging
1 | -2 | C#CCNC(=O)C1=C[C@H](c2ccc3c(c2)OCO3)C[C@H](OCCCCO)O1 | / | / | / | / | -11 | / | /
2 | 1 | C/C(=N\NC(=O)C1CC1)c1ccc(NC(=O)c2ccc(Br)o2)cc1 | / | / | / | / | -4 | / | /
3 | 0 | Cc1cc(=O)[nH]c(N/N=C/c2cccc([N+](=O)[O-])c2)n1 | / | / | / | / | -5 | / | /
4 | 2 | CCOc1ccc2nc(NC(=O)CSc3nc4c(c(=O)n(C)c(=O)n4C)n3CC)sc2c1 | / | / | / | / | -7 | / | /

# The listing, previewed entries included:
no. | NR2E3 ag | compound | MITF TRPM1 inh | Exocytosis inh | HIF-2a inh | PDI turbidity | CaV13 FRET inh | aDG glyco act | Vif imaging
1 | -2 | C#CCNC(=O)C1=C[C@H](c2ccc3c(c2)OCO3)C[C@H](OCCCCO)O1 | / | / | / | / | -11 | / | /
2 | 1 | C/C(=N\NC(=O)C1CC1)c1ccc(NC(=O)c2ccc(Br)o2)cc1 | / | / | / | / | -4 | / | /
3 | 0 | Cc1cc(=O)[nH]c(N/N=C/c2cccc([N+](=O)[O-])c2)n1 | / | / | / | / | -5 | / | /
4 | 2 | CCOc1ccc2nc(NC(=O)CSc3nc4c(c(=O)n(C)c(=O)n4C)n3CC)sc2c1 | / | / | / | / | -7 | / | /
5 | -1 | Nc1c(C(=O)Nc2ccc(Cl)c(Cl)c2)sc2nc(-c3cccnc3)ccc12 | / | / | / | / | -9 | / | /
6 | 38* | CC(C)N(C(=O)Nc1ccc2nsnc2c1)C(C)C | / | / | / | / | -11 | / | /
7 | 1 | N#Cc1cc([N+](=O)[O-])ccc1NC(=O)COC(=O)CCC1CCCCC1 | / | / | / | / | -2 | / | /
8 | 1 | Cc1cc(C)c2c(=O)c(/C=C3\NC(=S)NC3=O)coc2c1 | / | / | / | / | -3 | / | /
9 | 0 | Cc1ccc2nc3n(c(=O)c2c1)-c1cc(Cl)ccc1C(=O)NC3Cc1ccccc1 (centres undefined) | / | / | / | / | -11 | / | /
10 | 3 | Cc1cccn2c(=O)c(C=NCCO)c(Nc3ccc(Cl)cc3)nc12 | / | / | / | / | -3 | / | /

# Part of the list above, with the structure last.
no.	NR2E3 ag	MITF TRPM1 inh	Exocytosis inh	HIF-2a inh	PDI turbidity	CaV13 FRET inh	aDG glyco act	Vif imaging	SMILES
5	-1	/	/	/	/	-9	/	/	Nc1c(C(=O)Nc2ccc(Cl)c(Cl)c2)sc2nc(-c3cccnc3)ccc12
2	1	/	/	/	/	-4	/	/	C/C(=N\NC(=O)C1CC1)c1ccc(NC(=O)c2ccc(Br)o2)cc1
4	2	/	/	/	/	-7	/	/	CCOc1ccc2nc(NC(=O)CSc3nc4c(c(=O)n(C)c(=O)n4C)n3CC)sc2c1

# Additional compounds:
no. | NR2E3 ag | compound | MITF TRPM1 inh | Exocytosis inh | HIF-2a inh | PDI turbidity | CaV13 FRET inh | aDG glyco act | Vif imaging
11 | 0 | Cc1ccc(NC(=O)Cc2nnc(SCC(=O)c3ccc(Br)cc3)n2C)cc1Cl | / | / | / | / | -8 | / | /
12 | -1 | COC(=O)c1cccc(C23CC4(C2)[C@H](CN(Cc2ccc(C(F)(F)F)cc2)[C@@H]4c2ccccc2)C3c2ccc(C(F)(F)F)cc2)c1 (some centres undefined) | / | / | / | / | -6 | / | /
13 | 4 | O=C(CN1C(=O)NC2(CCc3ccccc32)C1=O)Nc1cc(C(F)(F)F)ccc1N1CCOCC1 (centres undefined) | / | / | / | / | -2 | / | /
14 | 2 | O=C(Cn1nc(-c2ccccc2)ccc1=O)Nc1cccc(NC(=O)c2ccccn2)c1 | / | / | / | / | 2 | / | /
15 | 4 | COC(=O)C1=C(COc2ccccc2)NC(=O)NC1c1ccc2ccccc2c1 (centres undefined) | / | / | / | / | -11 | / | /
16 | -2 | C=CCn1c(O)c(N=Nc2ccccc2C)c2ccccc21 | / | / | / | / | 11 | / | /
17 | -1 | CC1(C)CC2(CCO1)C(Nc1ccccc1)=NC(=S)N2c1ccccc1 (centres undefined) | / | / | / | / | -14 | / | /
18 | -2 | CC(C)C[C@H](NC(=O)[C@@H](O)[C@H](N)Cc1ccccc1)C(=O)O | / | / | / | / | -5 | / | /
19 | 4 | CC(=O)c1cc2c(cc1NC(=O)CCC1CCCC1)OCO2 | / | / | / | / | -5 | / | /
20 | 3 | Cc1ccc(C)c(Cc2c(C)nc3c(C(=O)NCc4ccc5c(c4)OCO5)cnn3c2C)c1 | / | / | / | / | -8 | / | /
21 | -5 | COC(=O)c1ccc(C)c(NC(=O)Cc2ccc([N+](=O)[O-])cc2)c1 | / | / | / | / | 1 | / | /
22 | 2 | CCn1c2ccc(Cl)cc2c2nc3ccccc3nc21 | / | / | / | / | -5 | / | /
23 | -5 | CCCCCCN(C(=O)CCCCCN1C(=O)NC(c2ccc([N+](=O)[O-])cc2)C(C(=O)OCc2ccccc2)=C1C)C(C(=O)NCCCC)c1ccc(OCC(=O)OC)c(C(=O)OC)c1 (centres undefined) | / | / | / | / | -10 | / | /
24 | 4 | Cc1nn(C)cc1CNC(=O)C1C2CCC(C2)C1C(=O)O (centres undefined) | / | / | / | / | 8 | / | /
25 | 2 | NS(=O)(=O)c1ccc(NC(=S)N2CCN(S(=O)(=O)c3ccc(F)cc3)CC2)cc1 | / | / | / | / | -6 | / | /
26 | -1 | CC(C)CCNC(=O)c1ccc(Cl)c(NC(=O)Cc2ccccc2)c1 | / | / | / | / | -16 | / | /
27 | 3 | CCOc1ccc(Nc2oc(-c3ccccc3Cl)nc2C#N)cc1 | / | / | / | / | -4 | / | /
28 | -2 | O=C(Nc1ccc(Cl)c(C(F)(F)F)c1)NC1CC2CCCC(C1)N2Cc1ccccc1 (centres undefined) | / | / | / | / | -5 | / | /
29 | 3 | CC(C(=O)N=Nc1c(O)n(C)c2ccc(Br)cc12)n1cnc2ccccc2c1=O (centres undefined) | / | / | / | / | -4 | / | /
30 | 0 | COC(=O)Cn1c(=NC(=O)c2nc3ccccc3s2)sc2cc(S(C)(=O)=O)ccc21 | / | / | / | / | -1 | / | /
31 | 2 | CC(C)(O)c1[nH]c2ccc(C#N)cc2c1C(C)(C)O | / | / | / | / | -7 | / | /
32 | -1 | CCOC(=O)N1CCN(C(=S)NC(=O)c2ccc(F)cc2)CC1 | / | / | / | / | -5 | / | /
33 | -2 | Fc1ccc(NC(=S)Nc2ccc(Cl)cc2Cl)cc1 | / | / | / | / | -7 | / | /
34 | -2 | C/C(=N\Nc1ccc(S(=O)(=O)Nc2ccccc2)cc1[N+](=O)[O-])c1ccncc1 | / | / | / | / | -2 | / | /
35 | 1 | CCC1=NN2C(=N)/C(=C\c3ccc(OCCOc4ccccc4)c(OC)c3)C(=O)N=C2S1 | / | / | / | / | -7 | / | /
36 | 0 | O=C(Nc1ccccc1)n1ccc(-c2ccc(-n3ccnc3)cc2)n1 | / | / | / | / | -18 | / | /
37 | 2 | Oc1c(C=Nc2cccc3cccnc23)sc2ccccc12 | / | / | / | / | -6 | / | /
38 | -3 | COC(=O)c1ccc(C(=O)Nc2nnc(-c3cccnc3)o2)cc1 | / | / | / | / | -1 | / | /
39 | 0 | Cc1cc(NC(=O)c2n[nH]c(=O)c3ccccc23)ccc1Br | / | / | / | / | -5 | / | /
40 | -1 | O=C(OCCN1CCOCC1)C1(c2ccccc2)CCCCC1 | / | / | / | / | -6 | / | /
41 | 0 | Cc1nnc(SCc2nc3sc4c(c3c(=O)[nH]2)CCCC4)n(N)c1=O | / | / | / | / | -6 | / | /
42 | 3 | Cc1ccccc1CC1S/C(=N/N=C/c2ccco2)NC1=O (centres undefined) | / | / | / | / | -3 | / | /
43 | -2 | COc1ccc2nc(NC(=O)/C=C/c3ccc4c(c3)OCO4)sc2c1 | / | / | / | / | -29 | / | /
44 | -4 | Cc1ccc(/C=C2\SC(N3CCCC3)=NC2=O)cc1 | / | / | / | / | -2 | / | /
45 | 1 | Cc1ccc(N(C(=O)CCl)C(C(=O)NC2CCCCC2)c2cccnc2)cc1C (centres undefined) | / | / | / | / | -7 | / | /
46 | 0 | Cc1ccc(-c2nnc(SCC(=O)N/N=C/c3ccccc3C(=O)O)n2-c2ccccc2)cc1 | / | / | / | / | -5 | / | /
47 | -1 | Cc1ccc(N(C(=O)c2ccn[nH]2)C(C(=O)NC2CCCC2)c2cccs2)cc1 (centres undefined) | / | / | / | / | 4 | / | /
48 | 1 | COC(=O)C1=C(C)N(Cc2ccccc2)C(=NCc2cc(OC)c(OC)c(OC)c2)N[C@H]1c1ccccc1 | -1 | / | / | -5 | / | / | /
49 | / | Cc1ccccc1N=C1NC(=O)/C(=C/c2cccn2-c2cccc(C(=O)O)c2)S1 | -9 | / | / | / | -6 | / | /
50 | 0 | Oc1c(Br)cc(C=Nc2ccc3nc(-c4ccccc4)[nH]c3c2)c(O)c1Br | -10 | / | / | / | -4 | / | /
51 | 0 | COc1ccc(CN2C[C@H](Cc3ccccc3)[C@@H](CC(=O)Nc3ccccc3)C2=O)cc1 | -10 | / | / | / | -3 | / | /
52 | 1 | Cc1ccc(N2CCN(S(=O)(=O)N3CCCCC3)CC2)c(C)c1 | 3 | / | / | / | -4 | / | /
53 | 11 | CCC1=C/C(=C/c2sc3ccccc3[n+]2CC)CC(C)(C)C1 | -2 | / | / | / | -4 | / | /
54 | 2 | Cc1ccc(S(=O)(=O)N2CCC(C(=O)N[C@@H](C)C(=O)NC3CCS(=O)(=O)C3)CC2)cc1 (some centres undefined) | / | / | / | / | -2 | / | 8
55 | / | CC(C)(C)C(c1nc2ccccc2[nH]1)n1c(-c2cccc(S(C)(=O)=O)c2)nc2ccccc21 (centres undefined) | / | 0 | -251 | / | / | -0.2 | /
56 | / | CC(C)C(C(=O)NCc1ccccc1)N1CCN(c2ccccc2F)CC1 (centres undefined) | / | 3 | 3 | / | / | 0.2 | /
57 | / | COC(=O)[C@@]12C[C@@H](CC(=O)NCCCCc3ccccc3)C(=O)N(Cc3cccc4ccccc34)C1=CCC(C)(C)C2 | / | -9 | -2 | / | / | -0.2 | /
58 | / | CC(C)NC(=O)C1(C)CN(S(C)(=O)=O)CC(=O)N1CCOc1ccccc1 (centres undefined) | / | -10 | -9 | / | / | -0.2 | /
59 | / | CCOC(=O)C1=CCC(c2cc3ccc(OC)cc3n2C(=O)OC(C)(C)C)NC1 (centres undefined) | / | -5 | -70 | / | / | 1.1 | /
60 | / | O=C(NCc1ccccc1)C(c1ccc(F)cc1)N1CCN(c2ccccc2F)CC1 (centres undefined) | / | -2 | 4 | / | / | -0.1 | /

# Continuation:
no. | NR2E3 ag | compound | MITF TRPM1 inh | Exocytosis inh | HIF-2a inh | PDI turbidity | CaV13 FRET inh | aDG glyco act | Vif imaging
61 | / | COC(=O)[C@@]12C[C@@H](CC(=O)N3CCN(C(=O)C4CC4)CC3)C(=O)N(Cc3cccc4ccccc34)C1=CCC(C)(C)C2 | / | -3 | 11 | / | / | 0.0 | /
62 | / | Cc1ccc(S(=O)(=O)N2[C@H](CC(=O)OCc3ccccc3)OC[C@@H]2C)cc1 | / | -12 | -5 | / | / | 0.2 | /
63 | / | COc1ccc(C(C(=O)Nc2ccc(F)cc2)N2CCN(CC(=O)N3CCCC3)CC2)cc1 (centres undefined) | / | 0 | -13 | / | / | 8.6* | /
64 | / | Cc1ccc(S(=O)(=O)N2[C@H](CC(=O)OCc3ccccc3)OC[C@@H]2C(C)C)cc1 | / | -5 | -10 | / | / | -0.3 | /
65 | / | CCOC(=O)[C@]12CCCC=C1N(Cc1ccccc1)C(=O)[C@H](CC(=O)NCCCN1CCCC1=O)C2 | / | -7 | 18 | / | / | -0.1 | /
66 | / | CN1C(=O)C(c2cn(C)c3ccccc23)(c2cn(C)c3ccccc23)c2cc(Br)ccc21 | / | 4 | -1 | / | / | -0.1 | /
67 | / | O=c1cccc(-c2ccc3ccccc3c2)o1 | / | -5 | -170 | / | / | -0.3 | /
68 | / | CCC(C(=O)NC1CCCC1)n1c(-c2ccncc2)nc2ccccc21 (centres undefined) | / | -3 | 5 | / | / | 1.2 | /

# A portion of the library; the hit share may differ from the screen's.
